BRCA1 expr act – activators of BRCA1 expression; MCF7-BRCA1-FFLuc reporter, luminescence, 48 h; response scale: scaled: vehicle 0%, 10 µM genistein 100%; Potency, µM (doses to about 46.1 µM), for the others: top-dose activation, most hits filed as activators; hit rate 1.1% among 380,000; active = well fitted activation curve with a large enough effect; inconclusive = small, poorly fitted or top-dose-only effect; inactive = no such curve, though single readings can be large or run the other way; note: potency is the fitted concentration of half-maximal effect; nearly all actives have a fitted effect of over 80% in size; some results filed as inactive show a strong effect at the top dose
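48 h compound treatment of MCF7-BRCA1-FFLuc cells (phenol-red free MEM, 37 °C), then 15 min with luciferase substrate and luminescence imaging.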
Giardia kill – kills Giardia lamblia | hit rate 0.15% among 340,000 | Giardia lamblia trophozoite viability | activity change, % at 7.66 µM, hits read low | AID 540267; in the data active = activity change below about -80%; inconclusive = between about -30% and that limit;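 note: parasites exposed to compound for two days anaerobically before the ATP read; % is set by controls: 0 for no effect and ±100 for the full control effect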
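Compounds were tested on trophozoites seeded at 100 cells/well and held 48 hrs at 37 deg C anaerobically. An ATP-based luminescent kit measured the remaining live cells.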
* hit, by the source's call; u = inconclusive; & = joins results of further samples; [ ] = remark or other dose. A portion of the library; count on the stated rates, not on these rows.

Preview (6 entries):
mol | BRCA1 expr act | Giardia kill
NC(=O)c1ncn([C@@H]2O[C@H](CNC(=O)[C@@H](N)Cc3cccnc3)[C@@H](O)[C@H]2O)n1 | 8% | 23
Cc1ccc(S(=O)(=O)N(C)c2ccc(OC(=O)CN3C(=O)NC(C)(c4ccccc4)C3=O)cc2)cc1C (centres undefined) | -12% | -12
Cc1[nH][nH]c(=O)c1N=Nc1ccc(S(N)(=O)=O)cc1 | -21% | 24
Cc1ccc(C2=CC(c3ccc(C)cc3)n3ncnc3N2)cc1 (centres undefined) | 3% | -16
COc1cc(-c2nnc(-c3cc(-c4ccccc4)nc4ccccc34)o2)cc(OC)c1OC | -2% | 2
Nc1nc2[nH]c(=S)[nH]c2c(=O)[nH]1 | -11% | 3

The list itself, from the first entry:
mol | BRCA1 expr act | Giardia kill
NC(=O)c1ncn([C@@H]2O[C@H](CNC(=O)[C@@H](N)Cc3cccnc3)[C@@H](O)[C@H]2O)n1 | 8% | 23
Cc1ccc(S(=O)(=O)N(C)c2ccc(OC(=O)CN3C(=O)NC(C)(c4ccccc4)C3=O)cc2)cc1C (centres undefined) | -12% | -12
Cc1[nH][nH]c(=O)c1N=Nc1ccc(S(N)(=O)=O)cc1 | -21% | 24
Cc1ccc(C2=CC(c3ccc(C)cc3)n3ncnc3N2)cc1 (centres undefined) | 3% | -16
COc1cc(-c2nnc(-c3cc(-c4ccccc4)nc4ccccc34)o2)cc(OC)c1OC | -2% | 2
Nc1nc2[nH]c(=S)[nH]c2c(=O)[nH]1 | -11% | 3
CC1=CC(=O)N(c2cccc3c(N4C(=O)C=C(C)C4=O)cccc23)C1=O | 16% | -2
CCc1ccc(/C=C\C(=O)N2CCCC2)cc1 | u | 27
O=C(CN1C(=O)NC2NC(=O)NC21)NC1CCCCC1 (centres undefined) | -21% | 3
Nc1nc(SCc2ccccn2)c2ncn(C3CCCC3)c2n1 | u | 8
COc1ccc(-c2nc3ccc(NC(C)=O)cc3c(=O)n2Cc2ccccc2)cc1COc1ccc(NC(C)=O)cc1 | 15% | -8
O=C(C=Cc1ccccc1)c1c[nH]c2ccccc2c1=O | -62%[inhibitor] | 5
[O-][n+]1ccc(OCc2ccccc2)cc1 | -1% | 23
O=C(O)COc1ccc(Cl)cc1C1CCCCC1 | -3% | -17
O=C(Nc1c[nH]c(=O)[nH]c1=O)OCc1ccccc1 | 16% | -1
Cn1c2ccccc2c2nnc(SCCOc3ccccc3)nc21 | 38% | -2
O=C(CCSCCC(=O)NN=Cc1ccc(F)cc1)NN=Cc1ccc(F)cc1 | -15% | -4
Cc1ccc(S(=O)(=O)C2CCN(c3nc(-c4cccs4)nc4ccccc34)CC2)cc1 | 0% | -3
O=S(=O)(c1ccc(F)cc1)N1CCN(c2nc(-c3ccccc3)nc3cc(Cl)ccc23)CC1 | 3% | -6
COc1ccc(C(=O)Nc2ccc(S(=O)(=O)N3CCc4ccccc43)cc2)cc1 | -62% | 5
CC(C)(O)[C@@H]1[C@@H]2C[C@@]3(CC[C@]4(C)C(CCC5[C@@]6(C)CC[C@H](O)C(C)(C)C6CC[C@]54C)[C@@H]13)C(=O)O2 (some centres undefined) | 3% | -14
S=c1ncc2[nH]c(=S)[nH]c2[nH]1 | 43% | -2
CNc1nc(Cl)nc2ncn(C)c12 | -6% | -2
Oc1ccccc1C1C=C(c2ccc3c(c2)OCO3)NC(c2c(F)cccc2Cl)N1 (centres undefined) | -6% | -7
Nc1ccc(CSc2ccc(Cl)cc2)c(Cl)c1 | 1.8µM* | -8
COc1ccc(CCN(C)C2CCCN(S(=O)(=O)N(C)C)C2)cc1OC (centres undefined) | 1% | 2
Cc1nc(-c2ccccc2)cc(-c2ccccc2)n1 | -21% | 18
CSC1(SC2=NCCN2)SC2(NCCN2)S1 | -95% | 3
O=S(=O)(Oc1ccccc1-c1ccccc1)c1ccccc1 | -49% | 26
CC1(c2nnc(-c3ccc(Cl)cc3)o2)CC(c2cccnc2)=NO1 (centres undefined) | 8% | -5
O=C(NC1=NCCS1)c1ccccc1Br | 18% | 12
Cc1cccc2cc3ccccc3nc12 | -12%&1% | 18
Nc1cccc2c(O)cc(S(=O)(=O)O)cc12 | -8% | -4
CC1=CCC(C(C)(C)NC(=O)c2ccccc2)C/C1=N\O (centres undefined) | -29% | -10
CCCn1c(C)cc(C(=O)CN2C(=O)c3ccccc3C2=O)c1C | 11% | 22
O=C1C(=O)c2ccccc2C(O)=C1CC=C(Cl)Cl | 1% | 4
Nc1nc(NCCc2ccccc2)c2[nH]cnc2n1 | 12%&2% | 16&8
COc1cccc(NC(=O)CN(C)C(=O)c2cccc(NS(=O)(=O)c3ccc(Br)cc3)c2)c1 | -17% | -19
COc1ccc(C(=O)c2ccc(Cl)cc2)c(OC)c1OC | -7% | 2
C[C@@H]1CCC[C@]2(O[C@@H](CCO)C[C@H](O)[C@H]2O)O1 | 32% | -20
O=C(c1cc(Cl)nc2ccccc12)N(Cc1nnc(-c2ccccc2Cl)o1)C1CC1 | -23% | -2
O=C(CCCCCCC(=O)Nc1ccccc1)NO | -57% | u
Cc1cn(CC(=O)NCCNc2ccc([N+](=O)[O-])cn2)c(=O)[nH]c1=O | 20% | -2
Clc1nc(-c2ccccc2)ncc1Oc1ccccc1 | -44% | -19
Cc1cc(/C=C2/SC(=S)N(c3cccc(Cl)c3)C2=O)c(C)n1-c1cccnc1 | -26% | 15
COc1ccc(C(=O)Nc2cccc(/C=C(/CCC(=O)O)c3nc4ccccc4s3)c2)cc1 | 65% | 3
O=C(Nc1cccc(C(=O)N2CCCCC2)c1)C1CC1 | -4% | 14
O=S(=O)(Nc1cc(Br)cc2cccnc12)c1ccccc1 | -53% | 24
CC(=O)N[C@H]1[C@H]([C@H](O)[C@H](O)CO)O[C@](O)(C(=O)O)C[C@@H]1O | 8% | 2
OCCn1cnc2c(SCc3ccccc3)ncnc21 | u | -1

(listing goes on)
mol | BRCA1 expr act | Giardia kill
CN(Cc1ccccc1)C(=O)c1ccc(NC(=O)Cc2ccc(NC(=O)C3CCN(C(=O)C4CCCCC4)CC3)cc2)cc1 | 0% | -7
CC1(C)S[C@@H]2[C@H](NC(=O)COc3ccccc3)C(=O)N2C1C(=O)OCC1CCCCC1 (some centres undefined) | 0% | -2
OC(c1ccccn1)C(O)c1ccccn1 (centres undefined) | -29% | 4
COc1cc(NC(=O)c2ccccc2[N+](=O)[O-])ccc1NC(=O)c1cc2ccccc2o1 | -53% | 1
CC1=CC(c2ccc(Cl)cc2)n2ncnc2N1 (centres undefined) | 14% | 43[activator]
CCC1=CC(c2ccccc2)n2ncnc2N1 (centres undefined) | 9% | u
CC(=O)c1ccc(NC(=O)c2cnn3c(C(F)F)cc(C4CC4)nc23)cc1 | 0% | 28
CCOc1ccc(CCN2C(=S)N([C@@H](CC(C)C)CN3CCCC3CN3C(=S)NC[C@@H]3Cc3ccc(O)cc3)C[C@@H]2Cc2ccccc2)cc1 (some centres undefined) | -40% | -26
O=S(=O)(Nc1ccc(Br)cc1)c1cccc(NS(=O)(=O)c2cccs2)c1 | -8% | 4
COc1ccc(CN2CCN(S(=O)(=O)c3ccccc3)CC2)c(OC)c1OC | -5% | 3
O=C(CCc1ccccc1)Oc1ccccc1[N+](=O)[O-] | -1% | 6
COc1ccc(S(=O)(=O)N2CCOC2CNC(=O)C(=O)NCc2ccccn2)cc1 (centres undefined) | 14% | 18
O=C(C1CC(=O)N(C2CCCC2)C1)N1CCN(c2ccc(F)cc2)CC1 (centres undefined) | 0% | -1
COc1ccc(NC(=S)N2CCC(C(=O)c3ccc(Cl)cc3)CC2)cc1 | -4% | -4
c1ccc(C2OCCN2c2ccccc2)cc1 (centres undefined) | -7% | -4
CC1(C)NC(=S)NC1=S | -5% | -5
CCc1nc(-n2[nH]c(=O)c3ccccc3c2=O)c2c3c(sc2n1)CCCC3 | -51% | 2
S=c1[nH]nc2ccccn12 | 9% | u
CCOC(=O)CCc1ccc(NC(=O)/C=C/c2ccc([N+](=O)[O-])o2)cc1 | -96%[inhibitor] | -23
COc1cc2cc(c1Cl)N(C)C(=O)CC(OC(=O)C(C)N(C)C(C)=O)C1(C)OC1C(C)C1CC(O)(NC(=O)O1)C(OC)C=CC=C(C)C2 (centres undefined) | u | u
CCOC(=O)c1ccc(Nc2cc3ccccc3c(=O)[nH]2)cc1 | -23% | 19
O=[N+]([O-])c1ccc(S(=O)(=O)NCCCc2ccccc2)cc1 | -23% | 10
CC(C)(O)CCc1c(-c2ccc(O)cc2O)oc2c3c(cc(O)c2c1=O)OC(C)(C)C=C3 | -57% | -20
C=C(C1=CCN(S(=O)C(C)(C)C)[C@@H]1CCO)c1ccccc1 (some centres undefined) | -10% | 30
COc1ccc(/C=C/C(=O)NCc2ccc3c(c2)OCO3)cc1OC | 17% | -4
CCCCC(=O)Nc1ccc(NC(=O)c2cccs2)cn1 | 24% | -28
CC(C)(C)OC(=O)N(CCc1ccccc1)Cc1ccc(OCc2cccc(NC(=O)C3CCC3)c2)cc1 | -27% | 14
O=C1CCCCCN1C(=O)c1ccccc1 | 1% | 10
O=C1C=CC(=O)N1Cc1ccccn1 | -1% | 8
CCC(C)Cn1cnc2c(SCc3ccccn3)nc(N)nc21 (centres undefined) | 6% | -2
O=C1CSC(=S)N1N=Cc1c(O)ccc2ccccc12 | -80% | -2
COc1ccc(CCNC(=O)c2ccnc(C(C)(C)C)c2)cc1OC | 33% | 1
CCCCN(c1ccccc1)S(=O)(=O)c1cccc(C(=O)Nc2c(C)n(C)n(-c3ccccc3)c2=O)c1 | -30% | 28
O=C1NC2(c3ccccc3)NC(=O)NC2(c2ccccc2)N1 (centres undefined) | -6% | 1
CC(C)COc1ccc(C(=S)N2CCCC2)cc1 | -53% | 18
CC(=O)Nc1c(C)ccc([N+](=O)[O-])c1C | 4% | 25
COc1ccc(S(=O)(=O)N(C)C[C@H]2Oc3ccc(NS(=O)(=O)c4cccs4)cc3C(=O)N([C@H](C)CO)C[C@@H]2C)cc1 | -13% | -13
Nc1ccc(-n2c(N)c(C(=O)NCc3ccc4c(c3)OCO4)c3nc4ccccc4nc32)cc1 | -25% | -10
Brc1nc(-c2ccccc2)nc(-c2ccccc2)c1Br | -4% | -2
Cc1ccc(C(=O)N2CCc3ccccc32)cc1C | u | 14
Nc1ncc(C(=O)O)c(-c2ccccc2)n1 | -22% | 5
COc1cccc(NC(=O)c2cc(-c3ccc(OC)cc3OC)nc3ccccc23)c1 | -43% | -28
O=[N+]([O-])c1cccc(OCCCN2CCC(Cc3ccccc3)CC2)c1 | 2% | 12
CCSC1OC(C(COC(C)=O)OC(C)=O)C(OC(C)=O)C1NC(C)=S (centres undefined) | 9% | -15
CCOc1ccc(CCN2C(=O)C(=O)N([C@@H](Cc3ccc(O)cc3)CN3CCC[C@@H]3CN3C(=O)C(=O)NC[C@@H]3Cc3ccccc3)C[C@@H]2Cc2ccccc2)cc1 | -3% | -9
Cc1cc(=O)oc2c(C)cc(C(C)(C)C)cc12 | 0% | -8
NC(=O)C1(Nc2ccccc2)CCCC1 | 0% | -5
O=C(Nc1ccc(C(=O)N2CCCCC2)cc1)c1ccccc1Br | 33% | 3
COc1cccc(NC(=O)C2CCOC2=O)c1 (centres undefined) | -4% | 29
COC(=O)c1cc(-c2ccccc2)n(CCN)c1C | 1% | -27

Continued.
mol | BRCA1 expr act | Giardia kill
CN(CC12CC3CC(CC(C3)C1)C2)C(=O)c1ccco1 | 9% | 6
Nc1ccc(S(=O)(=O)N2CCOCC2)cc1 | 14% | -25
CCOC(=O)C1=NNC(C(=O)c2ccccc2)C1c1ccc(OC)cc1 (centres undefined) | -30% | 14
Cc1ccc(C([O-])=C(C(=S)NCc2ccccc2)[n+]2cccc(CO)c2)cc1[N+](=O)[O-] | -24% | 4
Cc1ccc(C(c2ccc(C)c(C)c2)C(O)C2OC(=O)C(O)C2O)cc1C (centres undefined) | 43% | 8
Cc1ccc(NC(=O)CCC(=O)N/N=C/c2coc3ccc(F)cc3c2=O)cc1 | 0% | 0
COc1cc(C(=O)NC2CCN(C)CC2)ccc1Nc1ncc2c(n1)N(C1CCCCC1)CCC(=O)N2C | 0% | -16
O=C(NNC(=O)c1cccc2ccccc12)c1cccc(F)c1 | 29% | 10
Cc1cc(Cl)ccc1OC(C)C(=O)Nc1ccc(S(=O)(=O)N2CCOCC2)cc1 (centres undefined) | -2% | -3
CC(=O)Nc1ccc2c(c1)C(=O)c1ccc(Cl)cc1-2 | 7% | -9
C/C(=N\OCC(=O)OC(C)C(=O)Nc1ccc(C)c(S(=O)(=O)N2CCOCC2)c1)c1ccc2c(c1)OCO2 (centres undefined) | 5% | 2
COc1ccc(C)cc1S(=O)(=O)N(C)CC(=O)N1CCCCC1 | -3% | 10
Cc1nc2nc(N)nc(OCc3ccccc3)c2nc1C | -4% | 22

Some of these compounds in order of their number in BRCA1 expr act, high to low.
Compound	BRCA1 expr act
Cc1ccc(NC(=O)CCC(=O)N/N=C/c2coc3ccc(F)cc3c2=O)cc1	0%
COc1ccc(C)cc1S(=O)(=O)N(C)CC(=O)N1CCCCC1	-3%
Cc1nc2nc(N)nc(OCc3ccccc3)c2nc1C	-4%

Compound activity (PubChem)
